CYP2C9 inh: human CYP2C9 inhibition | P11712 | CYP2C9 Supersomes, luciferin-H conversion, luminescence | inhibition, % at 5 µM | 96,000 compounds, 20% hits;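 active = blocking of liver enzyme CYP2C9 beyond about 50% at 5 µM, limit read from the data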; also: values of inactives mirror those of a sister screen read the other way
CYP2C9 activ: increases human cytochrome P450 2C9 activity | P11712 | recombinant CYP2C9, luciferin-H conversion, luminescence; active compounds read high; factor 1 = untreated enzyme, 0 = blocked | activation factor at 5 µM | 96,000 compounds, 1.4% hits;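 active = activation factor of 2 or more for CYP2C9 at a 5 µM dose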;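 also: 0 = sulfaphenazole-blocked wells and 1 = vehicle-only wells; values of inactives mirror those of a sister screen read the other way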
hDAT+cocaine: human DAT dopamine uptake with cocaine, either direction. Q01959. LLC-PK1 hDAT cells, [14C]-dopamine uptake with cocaine IC80; actives deviate in either direction. B-score at 10 µM. 110,000 compounds, 1.3% hits. AID 449768;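 active = Z score or B-score, a plate-position-corrected score, falls beyond the plate's 99.7% confidence bounds, in either direction; inactive = both scores lie inside the 99.7% bounds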;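 also: scored against the spread of the other compound wells on the same plate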
PostGolgi yeast: growth inhibition of a yeast mutant, post-Golgi transport screen | 98,000 compounds, 0.9% hits | post-Golgi transport phenotypic cell assay | AID 739 | inhibition, % at 10 µM;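 also: yeast cells grown in 1536-well plates; yeast grown about 18 h at 30C before absorbance read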
Ecoli WT expand: growth inhibitors of E. coli BW25113 wild type; OD600 absorbance; growth inhibition, % at 100 µM; 98,000 compounds, 0.15% hits; AID 710;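 active = growth inhibition above about 50% at one test dose, limit read from the data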;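 also: growth measured after 20 h incubation at 37 °C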
LYP act: increases human PTPN22 phosphatase activity; AID 697; 96,000 compounds, 0.11% hits; Q9Y2R2; activation, % at 2 µM; recombinant LYP, DiFMUP fluorescence; 0 = plate median, 100 = signal doubled;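 active = activation at 2 µM above a set limit, the mean plus 5 SD, cut at about 37% in these data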
Target sequence (Q9Y2R2 whole entry, looked up): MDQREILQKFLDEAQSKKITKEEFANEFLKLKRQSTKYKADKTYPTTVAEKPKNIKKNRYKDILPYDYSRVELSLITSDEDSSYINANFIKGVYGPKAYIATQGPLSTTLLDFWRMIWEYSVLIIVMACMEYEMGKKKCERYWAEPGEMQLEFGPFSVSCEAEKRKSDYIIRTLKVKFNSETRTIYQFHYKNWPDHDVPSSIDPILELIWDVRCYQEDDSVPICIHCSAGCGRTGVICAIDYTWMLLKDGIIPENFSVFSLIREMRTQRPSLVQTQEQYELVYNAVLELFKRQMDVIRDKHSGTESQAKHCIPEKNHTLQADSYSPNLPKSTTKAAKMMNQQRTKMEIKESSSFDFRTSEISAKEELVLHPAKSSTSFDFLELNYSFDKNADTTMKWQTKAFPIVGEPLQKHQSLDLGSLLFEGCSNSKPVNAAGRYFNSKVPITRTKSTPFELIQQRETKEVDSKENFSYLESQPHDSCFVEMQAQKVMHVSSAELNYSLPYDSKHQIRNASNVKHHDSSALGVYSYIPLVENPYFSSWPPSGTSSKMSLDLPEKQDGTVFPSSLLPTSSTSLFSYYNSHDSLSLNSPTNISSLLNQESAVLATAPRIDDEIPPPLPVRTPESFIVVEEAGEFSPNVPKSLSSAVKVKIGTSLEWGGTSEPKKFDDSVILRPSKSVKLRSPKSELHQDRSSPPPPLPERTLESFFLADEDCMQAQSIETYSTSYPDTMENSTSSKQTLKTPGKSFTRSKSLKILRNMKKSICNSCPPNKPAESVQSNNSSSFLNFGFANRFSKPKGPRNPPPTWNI
Pyk2 oligo antag: Pyk2 (human) oligomerization antagonism | 99,000 compounds, 0.83% hits | Q293 cells, Pyk2 FERM NanoBiT luminescence; active compounds read low | z-score (the deposit names both 25 µM and 10 µM);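 active = Z-score of -3 or lower, scaled per plate to the spread of control and sample wells; inactive = z-score above -3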;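 also: negative z-score means lost luminescence so less FERM oligomerization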
PostGolgi ctrl: inhibits growth of the yeast control strain. 98,000 compounds, 5% hits. efflux-deficient yeast background strain, growth absorbance A615, 16 h. inhibition, % at 10 µM
PTPN22 inh 2: blocks human PTPN22 phosphatase activity | inhibition, % at 2 µM | recombinant LYP catalytic domain, DiFMUP fluorescence | 96,000 compounds, 0.21% hits | Q9Y2R2;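 active = inhibition at 2 µM at or above a set limit, the screen mean plus 3 SD, cut at about 24% in these data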;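 also: 0% = DMSO with enzyme and 100% = enzyme fully blocked by orthovanadate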
Active calls of the source: *; x = no result given. Rule as the data show it, unless noted: active = inhibition above about 30%; inactive = the rest. Hits appear at their usual frequency, and some 24% of all compounds hit somewhere here.

Each structure is followed by: hDAT+cocaine | PTPN22 inh 2 | PostGolgi yeast | CYP2C9 inh | Pyk2 oligo antag | PostGolgi ctrl | Ecoli WT expand | LYP act | CYP2C9 activ
C=CCN1C(=O)C2(NNc3ccccc3O2)c2ccccc21 (centres undefined)
→ 0.48 | -14 | 11 | 21 | 1.7 | 6 | 3 | 10 | 0.8
COc1ccc(N2CCN(C(=O)CCCSc3nc4ccccc4[nH]3)CC2)cc1
→ 0.29 | -3 | 4 | -22 | 0.76 | 25 | 4 | 4 | 1.2
CC1(C)CC(=O)C2=C(C1)OC(N)=C(C#N)C2CCc1ccccc1 (centres undefined)
→ 0.76 | -1 | -2 | x | -0.23 | 12 | 2 | 0 | x
CCOc1ccccc1N1CCN(CC(=O)Nc2nnc(CC)s2)CC1
→ -1.6 | -13 | 8 | x | -1.4 | 1 | 3 | 10 | x
CCC(C)c1ccc(O)c(NC(=O)c2cccnc2)c1 (centres undefined)
→ -0.0039 | 5 | -1 | 22 | 0.26 | 9 | 5 | -6 | 0.8
CSc1ccc(S(=O)(=O)NCc2ccccc2)cc1
→ -0.47 | 1 | -5 | -13 | 1.6 | 9 | -12 | 0 | 1.1
O=[N+]([O-])c1ccc(Cl)c(/C=N/N2CCN(c3ccccc3)CC2)c1
→ -0.071 | 1 | -3 | -194 | 0.99 | 2 | -20 | 3 | 2.9*
CCn1c(NC2CCCCC2)nc2ccccc21
→ 0.41 | -12 | -13 | 10 | -0.31 | 9 | 6 | 11 | 0.9
Cn1cc(S(=O)(=O)CC(=O)N2CCCc3ccccc32)c2ccccc21
→ 0.22 | -6 | -1 | -88 | x | 8 | -6 | 5 | 1.9
Cc1c(Cl)cccc1N1C(=O)CC(N(O)c2ccccc2)C1=O (centres undefined)
→ -1.2 | -7 | 0 | -156 | -0.46 | 0 | -1 | 4 | 2.6*
CCCCn1nnc(NC(=O)c2sc3cc(Cl)ccc3c2Cl)n1
→ -1.3 | -7 | -5 | 28 | -0.45 | 10 | 0 | 3 | 0.7
CCOCCOCCC(C(=O)OCC)P(=O)(c1ccccc1)c1ccccc1 (centres undefined)
→ 0.017 | -8 | -1 | -12 | 1.3 | 8 | -7 | 7 | 1.1
CCN(CCCNC(=O)C1CCN(S(=O)(=O)c2cccc3nonc23)CC1)Cc1ccccc1
→ -0.97 | x | -13 | -6 | 0.7 | 2 | -4 | x | 1.1
Cc1cc(C)n2c(SCC(=O)Nc3ccc(Cl)cn3)nnc2n1
→ 0.018 | 0 | -7 | 16 | x | -9 | 3 | 2 | 0.8
C=CCn1cc(C(=O)NCCCOCC)c(=O)c2cc(S(=O)(=O)N(CC)CC)ccc21
→ 0.64 | 4 | -1 | 56* | -0.64 | 7 | 8 | -6 | 0.4
CCn1c(=O)n(CC)c2cc(S(N)(=O)=O)ccc21
→ 0.61 | 6 | -3 | 9 | x | 14 | -3 | -9 | 0.9
O=C(c1ccncc1)N(Cc1cc2ccccc2[nH]c1=O)C1CCCCC1
→ -0.18 | 2 | 2 | 74* | -1 | 9 | 0 | -2 | 0.3
O=C(CN1C(=O)c2ccccc2S1(=O)=O)Nc1ccccc1C(=O)NCc1ccco1
→ 0.64 | -13 | x | x | -0.61 | x | x | 14 | x
O=C(Nc1ccncc1)c1cccs1
→ 0.91 | -12 | 15 | 52* | 1.1 | 0 | 4 | 10 | 0.5
COc1ccc(N2C(=O)CC(N3CCN(c4ccc(S(=O)(=O)N5CCCC5)cc4)CC3)C2=O)cc1 (centres undefined)
→ -0.057 | -4 | -6 | 2 | 1.5 | -10 | -4 | 2 | 1
CCN(CC)S(=O)(=O)c1ccc2c(c1)nc(SCC(=O)NC1CC1)n2-c1ccccc1OC
→ -0.14 | 6 | 4 | 75* | -3.3* | 1 | -10 | -2 | 0.2
COc1ccc(C)cc1S(=O)(=O)N1CCCCC1
→ 0.036 | 1 | 2 | x | 0.05 | 17 | -12 | -2 | x
COc1ccc(C(=O)NC2CCN(C(=S)NCc3ccco3)CC2)cc1
→ 0.32 | 12 | 23 | 25 | -0.63 | -1 | 1 | -11 | 0.8
Cc1cc(N2CCN(C)CC2)n2cc(-c3ccc(F)cc3)nc2n1
→ 0.19 | -5 | -3 | -3 | 0.48 | 2 | 2 | 8 | 1
C/C(=N\NC(=O)c1nn(C)cc1Br)c1cccc(NC(=O)C2CCCC2)c1
→ 0.57 | -2 | -9 | -62 | -0.21 | 7 | -1 | 4 | 1.6
CCN(CC)S(=O)(=O)c1cc([N+](=O)[O-])ccc1NNC(=O)Nc1ccc(Cl)c(Cl)c1
→ -1.2 | 4 | -11 | 74* | -0.66 | -1 | -6 | -4 | 0.3
COc1ccc(NC2=NC3(CCCCC3)N=C(N)N2)cc1
→ 0.15 | -5 | 6 | -10 | 0.65 | -6 | 12 | 3 | 1.1
Cn1nnc(-c2ccc(OCc3ccccc3F)cc2)n1
→ -0.55 | -18 | -7 | 20 | -0.25 | -7 | -5 | 14 | 0.8
COc1ccc(Cl)cc1Nc1nc(-c2sc(NC(=O)CC(C)C)nc2C)cs1
→ -0.43 | 6 | -2 | 52* | x | -1 | -4 | -3 | 0.5
O=C(CN1CCN(c2ccccn2)CC1)NC1CCCC1
→ 0.13 | 5 | 2 | 21 | -0.26 | -6 | 10 | -7 | 0.8
CCCN(Cc1cc2cccc(C)c2[nH]c1=O)C(=O)c1cccc(OC)c1
→ -0.34 | -1 | x | x | 0.32 | x | x | -2 | x
COc1ccc(S(=O)(=O)N2CCN(c3ccccc3OC)CC2)cc1OC
→ 0.69 | -4 | -1 | 6 | -1.7 | 12 | -11 | 1 | 0.9
O=C(c1cc2cc(Br)cc(Br)c2oc1=O)N1CCCc2ccccc21
→ 0.016 | -4 | -4 | 4 | x | -7 | 1 | 0 | 1
COc1cc(N=c2ssnc2Cl)cc(OC)c1
→ -0.006 | -6 | -8 | 100* | -0.71 | 6 | 24 | 6 | 0
Cc1ccc2[nH]c3c(c2c1)CN(C(=O)CN1CCCc2ccccc21)CC3
→ 1.3 | x | -9 | 5 | -0.49 | 19 | 4 | x | 1
O=C(Oc1ccccc1)c1ccc2nccnc2c1
→ -1.4 | -5 | -3 | 17 | 1.1 | 6 | -7 | 1 | 0.8
Cc1ccc(-c2nnc(CSc3nnc(COc4ccccc4)n3-c3ccccc3)o2)cc1
→ 0.86 | 7 | -1 | 98* | -0.78 | 16 | -22 | -8 | 0
Cc1cccc(NC(=O)c2cccc(NS(=O)(=O)c3ccc(Cl)cc3)c2)c1
→ 0.83 | -1 | -2 | 97* | 1.5 | -7 | 2 | -1 | 0
O=C(COC(=O)c1ccc(NS(=O)(=O)c2ccc3c(c2)OCCO3)cc1)NCC1CCCO1 (centres undefined)
→ 1.1 | -6 | 0 | 83* | 0.06 | 1 | 1 | 10 | 0.2
O=C(CCC(=O)c1cccs1)NCc1ccc(Cl)cc1
→ -0.38 | 4 | 0 | -45 | 0.42 | -2 | 11 | -4 | 1.5
O=C(CSc1nnc(-c2ccc(Br)cc2)o1)N1CCN(C(=O)c2ccco2)CC1
→ -0.27 | -2 | 5 | 11 | 0.73 | 4 | 2 | 1 | 0.9
CCN(CC)C(=O)COc1ccc2oc(C)c(C(=O)OC)c2c1
→ 1 | 3 | -1 | 40 | 0.43 | 11 | -11 | -7 | 0.6
CC(=O)OC(C(=O)NCCc1ccccc1)c1cccnc1 (centres undefined)
→ -0.38 | 5 | 0 | -8 | -0.06 | 0 | -5 | -6 | 1.1
Cc1ccc(N2/C(=N/c3nc(C)cc(C)n3)NC(=O)CC2C(=O)O)cc1 (centres undefined)
→ 0.12 | -3 | -3 | 4 | -0.14 | -2 | 3 | 2 | 1
COc1ccc2c(c1)CCc1c(C(=O)N3CCCc4ccccc43)noc1-2
→ -0.044 | -1 | -4 | 75* | -2.7 | 14 | -13 | -2 | 0.3
NS(=O)(=O)c1ccc(NC(=O)CCc2ccccc2)cc1
→ -0.048 | 6 | 2 | 31 | -0.4 | 5 | 8 | -6 | 0.7
COc1ccc(-c2cc(-c3ccccc3O)[nH]n2)cc1OC
→ -0.12 | -5 | 2 | 23 | -1.4 | 11 | -5 | 2 | 0.8
CCOc1ccccc1NC(=O)N1CCC(NC(=O)c2ccccc2C)CC1
→ 0.073 | -3 | 5 | -132 | 0.17 | 6 | -4 | 2 | 2.3*
Cc1cc(NC(=O)CN2C(=O)C3CC=CCC3C2=O)no1 (centres undefined)
→ -0.22 | x | 4 | -18 | 0.97 | 5 | 12 | x | 1.2
CCn1c(Cc2ccccc2)nnc1SCC(=O)OC(C)C
→ 0.26 | x | -4 | -3 | -1 | 7 | 0 | x | 1
CCOC(=O)C(NC(C)=O)(Nc1ccc(F)cc1)C(F)(F)F (centres undefined)
→ -0.26 | -1 | 1 | 6 | -0.02 | -2 | 7 | 0 | 0.9
O=C1CC(NNC(=O)c2ccccc2)C(=O)N1 (centres undefined)
→ -1 | -3 | 1 | 1 | 1.3 | 1 | -16 | 3 | 1
CCOC(=O)c1c(C)nc2sc(C(N)=O)c(N)c2c1-c1ccc(OC)cc1
→ 0.54 | 6 | -2 | 36 | -0.67 | 27 | -7 | -4 | 0.6
O=C(CCCC(=O)N(CC(=O)NC1CCCC1)Cc1ccccc1)Nc1ccccn1
→ 0.0029 | -4 | -13 | 50* | 0.61 | 7 | 0 | 1 | 0.5
C=CCn1c(-c2csc(-c3ccc(Cl)cc3)n2)n[nH]c1=S
→ -0.036 | 14 | -1 | 8 | 0.04 | 9 | -3 | -13 | 0.9
COC(=O)CSC1=C(C#N)C(c2ccc(Cl)cc2)C(C(=O)OC)C(=O)N1 (centres undefined)
→ 0.14 | -14 | 4 | 44 | -0.07 | -9 | 2 | 10 | 0.6
CCOC(=O)C1CCN(c2nc(-c3ccccc3)nc3c2oc2ccccc23)CC1
→ 0.88 | 10 | -2 | 21 | -1 | 9 | -19 | -11 | 0.8
CC1(C)CC(=O)c2cc(OCC(=O)NCCCN3CCN(c4ccccc4F)CC3)ccc2O1
→ -0.46 | -8 | 13 | 40 | 0.02 | 4 | -3 | 7 | 0.6
CC(=O)Nc1ccc(OCC(O)Cn2cnc3ccccc32)cc1 (centres undefined)
→ -0.36 | -3 | -4 | 7 | -0.08 | -2 | 5 | 6 | 0.9
CCCc1[nH]nc2c1C(c1ccc(OC)cc1OC)C(C#N)=C(N)O2 (centres undefined)
→ 2 | -3 | -2 | 18 | 0 | 13 | 4 | 1 | 0.8
CCOC(=O)C1=C(C)NC(=O)NC1c1c(C)nn(-c2ccccc2)c1Cl (centres undefined)
→ 1.1 | x | -4 | 46 | -0.88 | 4 | 0 | x | 0.5
Cc1c(C(=O)N2CCN(S(C)(=O)=O)CC2)oc2ccccc12
→ -0.53 | -8 | -8 | 1 | 0.7 | 34* | 7 | 2 | 1
Cn1c(=O)c2c(nc(CN3CCN(C(c4ccccc4)c4ccccc4)CC3)n2CC(N)=O)n(C)c1=O
→ -1 | -2 | 3 | -13 | -0.47 | 5 | -4 | 2 | 1.1

Marked active in CYP2C9 activ (from the list above):
mol | hDAT+cocaine | PTPN22 inh 2 | CYP2C9 inh | Pyk2 oligo antag | PostGolgi ctrl | LYP act | CYP2C9 activ
O=[N+]([O-])c1ccc(Cl)c(/C=N/N2CCN(c3ccccc3)CC2)c1 | -0.071 | 1 | -194 | 0.99 | 2 | 3 | 2.9*
Cc1c(Cl)cccc1N1C(=O)CC(N(O)c2ccccc2)C1=O (centres undefined) | -1.2 | -7 | -156 | -0.46 | 0 | 4 | 2.6*
CCOc1ccccc1NC(=O)N1CCC(NC(=O)c2ccccc2C)CC1 | 0.073 | -3 | -132 | 0.17 | 6 | 2 | 2.3*
